GSK3A inh – blockers of GSK3A enzyme activity – biochemical, luminescence, cell-free homogeneous, HTS, primary screen; inhibition, % at 10 µM; GSK-3 alpha kinase, ADP-Glo luminescence, 60 min; actives 0.1% (n = 320,000);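 in the data active = inhibition above about 50%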;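 also: GST-tagged GSK-3 alpha with peptide substrate and 25 µM ATP; 0% = DMSO neutral wells and 100% = GW8510 positive control wells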
RGS4 act – RGS4 potentiators or activators, primary screen, cell-based, HEK293 M3R inducible RGS4, calcium flux. carbachol calcium flux Fluo4; active compounds read low. B-score at 10 µM. actives 0.92% (n = 310,000);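 active = B-score of the integrated calcium signal more than 4 SD below the library mean, with starting fluorescence not abnormally high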;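 also: negative B-score means reduced calcium response which marks RGS4 activation or potentiation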
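Also added: carbachol at ECmax as muscarinic agonist stimulus; Assay system: HEK293 cells with stable M3R and inducible RGS4; Timing: overnight RGS4 induction, 30 min dye load 37 °C, 20 min compound RT; Measured by: Fluo4-AM (2 µM) calcium-flux fluorescence, kinetic read.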
KCNQ1 inh – inhibitors of human KCNQ1 channel, primary screen, cell-based, thallium flux, high-throughput | Potassium voltage-gated channel subfamily KQT member 1 (Homo sapiens), P51787 | CHO-K1 KCNQ1, FluxOR thallium flux fluorescence; active compounds read high | B-score at 10 µM | actives 1.3% (n = 310,000);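 active = compounds whose thallium flux B-score, printed positive for inhibition, exceeds three library SD while starting fluorescence stays within three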;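 also: channel opened by potassium depolarization with thallium stimulus after 20 min compound exposure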
GSK3B inh – human GSK3beta kinase inhibitors, primary screen, biochemical, cell-free homogeneous, HTS. GST-GSK3beta kinase, ADP-Glo luminescence, 60 min; active compounds read low. activity score (negative = inhibition), % at 10 µM. actives 0.038% (n = 300,000);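 active = more than half of replicate wells score below -50%, meaning over 50% inhibition versus plate controls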;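 also: 0% = median DMSO wells and -100% = median GW8510 positive control wells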
Target sequence (P49841 whole entry, looked up): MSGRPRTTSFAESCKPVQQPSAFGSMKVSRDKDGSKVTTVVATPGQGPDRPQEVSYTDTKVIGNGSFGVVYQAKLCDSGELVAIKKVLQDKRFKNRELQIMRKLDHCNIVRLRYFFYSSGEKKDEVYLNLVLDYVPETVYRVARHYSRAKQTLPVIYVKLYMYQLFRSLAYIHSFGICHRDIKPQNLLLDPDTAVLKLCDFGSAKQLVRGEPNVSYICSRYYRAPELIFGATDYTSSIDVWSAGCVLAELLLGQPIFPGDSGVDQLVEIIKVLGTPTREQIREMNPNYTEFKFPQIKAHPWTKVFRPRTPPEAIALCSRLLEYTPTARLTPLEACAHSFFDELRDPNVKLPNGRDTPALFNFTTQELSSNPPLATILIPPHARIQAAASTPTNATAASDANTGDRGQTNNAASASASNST
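Test system: GST-fused GSK3beta enzyme, cell-free | Quantity: 1.6 ng GST-GSK3beta enzyme per well | Reagent: 25 µM ATP with peptide substrate | Schedule: 60 min enzyme reaction, room temperature | Signal: Luminescent ADP-Glo measurement of ADP formed | Read-out basis: Score relative to plate controls | Control set: DMSO and 20 µM GW8510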
KCNQ1 pot – potentiators or activators of KCNQ1 channel, primary screen, cell-based, thallium flux, high-throughput. CHO-K1 KCNQ1, thallium flux FluxOR fluorescence; active compounds read high. B-score at 10 µM. actives 0.35% (n = 310,000). AID 2648, 2010;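 active = fluorescence ratio B-score, a plate-corrected score, at least three library SD, with initial intensity B-score within 5 SD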
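Assay system: CHO-K1 cells stably expressing KCNQ1; Medium: assay buffer with matched DMSO; Also added: K+/Tl+ depolarizing stimulus; Dosing: single dose; Timing: dye 90 min, compound 20 min, room temperature; Measured by: kinetic FluxOR thallium fluorescence, 10-s 1-Hz baseline, 110-s post-stimulus read; Read-out: peak-minus-minimum fluorescence over initial fluorescence, negative-control normalized, B-scored.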
DYRK1A inh – rat Dyrk1A kinase inhibitors, primary screen, biochemical, single point, plate reader | ADP-Glo luminescence, NFATc1 peptide | inhibition, % at 12.5 µM | actives 0.43% (n = 310,000); in the data active = inhibition above about 50%;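 also: plate controls were vehicle with enzyme for no effect and no enzyme for full effect; many of its hits are not listed in these tables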
KCNK9 block – KCNK9 potassium channel inhibitors, primary screen, HEK293 cells, thallium flux; B-score at 10 µM; actives 1.2% (n = 310,000); Potassium channel subfamily K member 9 (Homo sapiens), Q9NPC2; FluxOR thallium flux fluorescence; active compounds read low;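 active = ratio B-score over 3 SD below the library mean, with starting fluorescence within 5 SD of its mean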;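 also: negative B-score means less thallium flux so channel inhibition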
Target sequence (Q9NPC2 whole entry, looked up): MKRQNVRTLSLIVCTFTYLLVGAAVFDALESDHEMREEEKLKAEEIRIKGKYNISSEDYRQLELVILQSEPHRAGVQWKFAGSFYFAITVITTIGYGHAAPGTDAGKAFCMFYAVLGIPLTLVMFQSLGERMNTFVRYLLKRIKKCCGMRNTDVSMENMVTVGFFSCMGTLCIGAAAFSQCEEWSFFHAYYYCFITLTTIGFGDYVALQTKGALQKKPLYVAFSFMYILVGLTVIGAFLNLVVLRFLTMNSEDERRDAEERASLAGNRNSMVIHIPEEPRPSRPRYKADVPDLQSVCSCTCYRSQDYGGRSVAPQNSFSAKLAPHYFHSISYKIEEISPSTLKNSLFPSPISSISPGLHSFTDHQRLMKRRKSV
hERG protect – hERG rescue from dofetilide block, primary screen, cell-based, CHO-hERG, FluxOR thallium flux, dofetilide IC70; dofetilide IC70 present; Voltage-gated inwardly rectifying potassium channel KCNH2 (Homo sapiens), Q12809; AID 1511, 2009; activation (rescue from dofetilide block), less the hit threshold, % at 10 µM; actives 0.51% (n = 310,000);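 active = activation above the mean of controls blocked by dofetilide plus 5 SD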;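 also: thallium influx through hERG after potassium depolarization seen as dye fluorescence rise; in these data hits start at about 4.7%; inactives centre near -7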
RGS4 inh – RGS4 inhibitors, primary screen, cell-based, HEK293 M3R inducible RGS4, calcium flux; Regulator of G-protein signaling 4 (Homo sapiens), P49798; Fluo-4 calcium flux; active compounds read high; triggered by carbachol at its EC20; B-score at 10 µM; actives 0.45% (n = 310,000);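 active = B-score, a plate-corrected calcium signal, over three deviations above library mean, with baseline fluorescence within five deviations of library mean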;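 also: RGS4 expression induced by doxycycline in cells with stable M3 receptor; B-score is computed from the integrated fluorescence ratio over baseline after carbachol; higher B-score means a larger calcium signal and so more RGS4 inhibition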
Target sequence (P49798 whole entry, looked up): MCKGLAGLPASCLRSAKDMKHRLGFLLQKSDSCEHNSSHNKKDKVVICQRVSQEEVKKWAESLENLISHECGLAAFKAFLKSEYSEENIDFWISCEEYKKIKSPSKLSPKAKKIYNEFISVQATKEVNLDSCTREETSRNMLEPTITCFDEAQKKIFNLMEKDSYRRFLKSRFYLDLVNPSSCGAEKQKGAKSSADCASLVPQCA
KCNK3 block – human KCNK3 channel inhibitors, primary screen, CHO cells, FluxOR thallium flux, B-score. B-score at 10 µM. FluxOR fluorescence; active compounds read low. Potassium channel subfamily K member 3 (Homo sapiens), O14649. actives 0.84% (n = 340,000);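 active = B-score under library mean minus 4 SD, starting fluorescence ratio at most library mean plus 5 SD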;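 also: more negative B-score means stronger inhibition of thallium flux through KCNK3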
PolyA inhibitor – polyadenylation inhibitors in yeast reporter cells, primary screen, luminescence, S. cerevisiae. calls only at 12 µM. actives 0.02% (n = 300,000). AID 1875, 2009. S. cerevisiae SKY197-pL101 polyadenylation reporter, beta-gal luminescence; efflux-impaired pdr1/pdr3 knockout yeast; score 100 = 6 SD above DMSO;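 active = lowest replicate activity score at least 50, where 100 means six control SD above control mean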;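 also: yeast exposed to compound for 9 h at 30 °C; higher score means more reporter readthrough which indicates perturbed polyadenylation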
Starred values were filed as active, the others as inactive.

What do the screens show for `CC(=O)NC(c1ccccc1)c1cc(Cl)c2cccnc2c1O` (stereo not drawn)?
GSK3A inh: -1.9; RGS4 act: inactive; KCNQ1 inh: inactive; GSK3B inh: 3.9; KCNQ1 pot: inactive; DYRK1A inh: -0.5; KCNK9 block: inactive; hERG protect: -0.7; RGS4 inh: inactive; KCNK3 block: inactive; PolyA inhibitor: inactive

Results for Cc1cc(C)cc(NC(=O)c2ccc(CSc3nnc(C)s3)cc2)c1 ?
RGS4 act: inactive; KCNQ1 inh: inactive; GSK3B inh: -0.6; KCNQ1 pot: inactive; DYRK1A inh: 10.7; KCNK9 block: inactive; hERG protect: -12.3; RGS4 inh: inactive; KCNK3 block: inactive; PolyA inhibitor: inactive

Results for O=C(NCc1ccco1)C1CCCN(S(=O)(=O)Cc2ccccc2)C1 (stereo not drawn) ?
GSK3A inh: -0.8; RGS4 act: inactive; KCNQ1 inh: inactive; GSK3B inh: 0.7; KCNQ1 pot: inactive; DYRK1A inh: 1.3; KCNK9 block: inactive; hERG protect: -3.8; RGS4 inh: inactive; KCNK3 block: inactive; PolyA inhibitor: inactive

What do the screens show for `C=CCn1c(-c2csc(-c3ccc(Cl)cc3)n2)n[nH]c1=S`?
RGS4 act: inactive; KCNQ1 inh: inactive; GSK3B inh: 2.9; KCNQ1 pot: inactive; DYRK1A inh: -3.9; KCNK9 block: inactive; hERG protect: -4.8; RGS4 inh: inactive; KCNK3 block: inactive; PolyA inhibitor: inactive

How did CC1CN(Cc2c(O)ccc3c(=O)c(-c4ccccc4Cl)coc23)CC(C)O1 (stereo not drawn) do in these assays?
GSK3A inh: 0.2; RGS4 act: inactive; KCNQ1 inh: inactive; GSK3B inh: -4.6; KCNQ1 pot: inactive; KCNK9 block: inactive; hERG protect: -1.7; RGS4 inh: inactive; KCNK3 block: inactive; PolyA inhibitor: inactive

What do the screens show for `O=C(Nc1c2c(nn1-c1ccccc1)CS(=O)(=O)C2)c1cc2ccccc2o1`?
GSK3A inh: -0.5; RGS4 act: inactive; KCNQ1 inh: inactive; GSK3B inh: 3.0; KCNQ1 pot: inactive; DYRK1A inh: -1.3; KCNK9 block: inactive; hERG protect: -7.0; RGS4 inh: inactive; KCNK3 block: inactive; PolyA inhibitor: inactive

How did COc1ccc(C(C)=O)cc1CSc1nnc(Nc2ccccc2)s1 do in these assays?
RGS4 act: inactive; KCNQ1 inh: inactive; GSK3B inh: -0.2; KCNQ1 pot: inactive; DYRK1A inh: 0.8; KCNK9 block: inactive; hERG protect: -0.5; RGS4 inh: inactive; KCNK3 block: inactive; PolyA inhibitor: inactive

Results for CC(C)(CS(=O)(=O)[O-])NC(=O)CC[N+](C)(C)CCO ?
GSK3A inh: -4.3; RGS4 act: inactive; KCNQ1 inh: inactive; GSK3B inh: 5.5; KCNQ1 pot: inactive; DYRK1A inh: -26.6; KCNK9 block: inactive; hERG protect: -16.1; RGS4 inh: inactive; KCNK3 block: inactive; PolyA inhibitor: inactive

Results for O=C(Cc1cccc(C(F)(F)F)c1)NCc1ccc(Cl)cc1Cl ?
GSK3A inh: -2.0; RGS4 act: inactive; KCNQ1 inh: inactive; GSK3B inh: 1.6; KCNQ1 pot: inactive; DYRK1A inh: -2.0; KCNK9 block: inactive; hERG protect: -1.7; RGS4 inh: inactive; KCNK3 block: inactive; PolyA inhibitor: inactive

Results for O=C(O)Cc1c[nH]c2ccc(O)cc12 ?
GSK3A inh: 0.0; RGS4 act: inactive; KCNQ1 inh: inactive; GSK3B inh: 0.7; KCNQ1 pot: inactive; DYRK1A inh: 12.4; KCNK9 block: inactive; hERG protect: -5.4; RGS4 inh: inactive; KCNK3 block: inactive; PolyA inhibitor: inactive

How did O=C1CCN(CCc2ccccc2)CCN1CCOc1ccccc1 do in these assays?
GSK3A inh: -21.7; RGS4 act: inactive; KCNQ1 inh: inactive; GSK3B inh: 3.9; KCNQ1 pot: inactive; DYRK1A inh: -0.6; KCNK9 block: inactive; hERG protect: -5.2; RGS4 inh: inactive; KCNK3 block: inactive; PolyA inhibitor: inactive

Results for CC(C(=O)Nc1ccc(C(=O)O)c(O)c1)N1C(=O)/C(=C\c2ccco2)SC1=S (stereo not drawn) ?
GSK3A inh: -1.3; RGS4 act: inactive; KCNQ1 inh: inactive; GSK3B inh: 1.1; KCNQ1 pot: inactive; DYRK1A inh: 3.3; KCNK9 block: inactive; hERG protect: -4.1; RGS4 inh: inactive; KCNK3 block: inactive; PolyA inhibitor: inactive

What do the screens show for `Cc1onc(-c2ccccc2)c1C(=O)NNC(=O)c1ccccc1O`?
GSK3A inh: -1.6; RGS4 act: inactive; KCNQ1 inh: inactive; GSK3B inh: 0.7; KCNQ1 pot: inactive; DYRK1A inh: 1.1; KCNK9 block: inactive; hERG protect: -25.4; RGS4 inh: inactive; KCNK3 block: inactive; PolyA inhibitor: inactive

How did COc1cc(OC)cc(-c2n[nH]c(=S)n2-c2cc(OC)ccc2OC)c1 do in these assays?
GSK3A inh: 4.4; RGS4 act: inactive; KCNQ1 inh: inactive; GSK3B inh: 0.3; KCNQ1 pot: inactive; DYRK1A inh: 0.4; KCNK9 block: inactive; hERG protect: -4.2; RGS4 inh: inactive; KCNK3 block: inactive; PolyA inhibitor: inactive

How did COc1ccc(/C=N/NC(=O)c2cccnc2)cc1COc1ccc([N+](=O)[O-])cc1 do in these assays?
GSK3A inh: 0.9; RGS4 act: inactive; KCNQ1 inh: inactive; GSK3B inh: 3.0; KCNQ1 pot: inactive; DYRK1A inh: -4.1; KCNK9 block: inactive; hERG protect: -5.0; RGS4 inh: inactive; KCNK3 block: inactive; PolyA inhibitor: inactive

What do the screens show for `CC1=CC(C)(C)N2C(=O)C3(C(C#N)=C(N)OC4=C3C(=O)CCC4)c3c(C)c(C)cc1c32` (stereo not drawn)?
GSK3A inh: 1.5; RGS4 act: inactive; KCNQ1 inh: inactive; GSK3B inh: -5.1; KCNQ1 pot: inactive; DYRK1A inh: 0.4; KCNK9 block: inactive; hERG protect: -13.7; RGS4 inh: inactive; KCNK3 block: inactive; PolyA inhibitor: inactive

Results for CCC(Sc1nc2n[nH]c(C)c2c(=N)n1-c1cccc(Cl)c1C)C(=O)N(CC)CC (stereo not drawn) ?
GSK3A inh: -3.7; RGS4 act: inactive; KCNQ1 inh: inactive; GSK3B inh: -1.1; KCNQ1 pot: inactive; DYRK1A inh: -0.4; KCNK9 block: inactive; hERG protect: -5.4; RGS4 inh: inactive; KCNK3 block: inactive; PolyA inhibitor: inactive

How did CC(C)CCn1c(COc2ccccc2)n[nH]c1=S do in these assays?
GSK3A inh: 1.7; RGS4 act: -7.12*; KCNQ1 inh: inactive; GSK3B inh: 1.9; KCNQ1 pot: inactive; DYRK1A inh: 0.3; KCNK9 block: inactive; hERG protect: 0.0; RGS4 inh: inactive; KCNK3 block: inactive; PolyA inhibitor: inactive

How did COc1ccc(C(=O)N/N=C(\C)c2cccc(NC(=O)c3ccc(F)cc3)c2)c(OC)c1 do in these assays?
GSK3A inh: 1.1; RGS4 act: inactive; KCNQ1 inh: inactive; GSK3B inh: -3.2; KCNQ1 pot: inactive; DYRK1A inh: -1.1; KCNK9 block: inactive; hERG protect: -22.3; RGS4 inh: inactive; KCNK3 block: inactive; PolyA inhibitor: inactive

How did S=c1nc[nH]c2c1ncn2C1CCCC1 do in these assays?
GSK3A inh: -0.9; RGS4 act: inactive; KCNQ1 inh: inactive; GSK3B inh: -1.4; KCNQ1 pot: inactive; DYRK1A inh: -4.2; KCNK9 block: inactive; hERG protect: -3.2; RGS4 inh: inactive; KCNK3 block: inactive

Results for O=C1c2ccccc2C(=O)N1CSc1nnc2c3ccccc3n(CCc3ccccc3)c2n1 ?
GSK3A inh: -0.7; RGS4 act: inactive; KCNQ1 inh: 6*; GSK3B inh: -1.4; KCNQ1 pot: inactive; DYRK1A inh: 1.6; KCNK9 block: inactive; hERG protect: -12.9; RGS4 inh: inactive; KCNK3 block: inactive; PolyA inhibitor: inactive

Results for CCCCNC(=O)CC1N=C2c3ccccc3N=C(SCC(=O)Nc3cccc(OC)c3)N2C1=O (stereo not drawn) ?
GSK3A inh: -1.0; RGS4 act: inactive; KCNQ1 inh: inactive; GSK3B inh: -2.0; KCNQ1 pot: inactive; DYRK1A inh: 8.7; KCNK9 block: inactive; hERG protect: -10.4; RGS4 inh: inactive; KCNK3 block: inactive; PolyA inhibitor: inactive

Results for CCC(CC)C(=O)OCC(=O)NC12CC3CC(CC(C3)C1)C2 ?
GSK3A inh: -4.5; RGS4 act: inactive; KCNQ1 inh: inactive; GSK3B inh: -5.2; KCNQ1 pot: inactive; DYRK1A inh: 1.6; KCNK9 block: inactive; hERG protect: -11.5; RGS4 inh: inactive; KCNK3 block: inactive; PolyA inhibitor: inactive

Results for CC1CCCCN1C(=O)CSc1nc(-c2ccccc2)cn1N (stereo not drawn) ?
GSK3A inh: -1.3; RGS4 act: inactive; KCNQ1 inh: inactive; GSK3B inh: -1.0; KCNQ1 pot: inactive; DYRK1A inh: -6.2; KCNK9 block: inactive; hERG protect: -15.0; RGS4 inh: inactive; KCNK3 block: inactive; PolyA inhibitor: inactive

What do the screens show for `O=CN1CCN(C(C(=O)NC2CCCC2)c2ccc(Cl)cc2)CC1` (stereo not drawn)?
GSK3A inh: 0.9; RGS4 act: inactive; KCNQ1 inh: inactive; GSK3B inh: 4.4; KCNQ1 pot: inactive; DYRK1A inh: -3.8; KCNK9 block: inactive; hERG protect: -16.1; RGS4 inh: inactive; KCNK3 block: inactive

Screening results as filed in PubChem BioAssay.

Only part of the results is shown; the hit share may differ from the screen's.
